# Bioassay records (PubChem BioAssay)
# Lipid storage S3 – qHTS Assay for Lipid Storage Modulators in Drosophila S3 Cells; hit rate 0.64% among 320,000; lipid storage change, negative = inhibition, % at the top dose, mostly 46.1 µM; hits show Potency in µM; Drosophila S3 cells, BODIPY lipid droplet fluorescence, 18-24 h; cells fed with added oleic acid; AID 2685; active = well fitted inhibition curve with a large enough effect in the signal ratio, with a control signal flat, not every such curve was filed as active; inconclusive = small, poorly fitted or top-dose-only effect, or effect the other way, or a change in a side signal; the % refers to the signal ratio
#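 Laser-scanning cytometry quantifies lipid droplet accumulation (500–530 nm total intensity; droplet/cell object ratio) in oleic acid-fed (400 uM added) Drosophila S3 cells treated with a concentration series. 20 uM Triacsin C defined 100% inhibition.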
# Lipid storage S3 cell count max – recorded beside Lipid storage S3, whose call it bears; cell number change, %; measured here: cell count max response;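 cells counted by Cell Tracker Red CMTPX staining in the red channel; peak over a dose series mostly up to 46.1 µM; percent activity relative to internal control wells on each plate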
# Starred values were filed as active, the others as inactive; i = inactive; ? = inconclusive; . = not tested or not shown. % is set by controls: 0 for no effect and ±100 for the full control effect; potency is the fitted concentration of half-maximal effect. An excerpt; the hit share may differ from the screen's.
SMILES,Lipid storage S3,Lipid storage S3 cell count max
O=[N+]([O-])c1cc(Cl)c(Cl)c(Cl)c1Cl,?,.
CN(C)N1C(N)=C(C#N)C(c2ccsc2)C2=C1CCCC2=O (centres undefined),7.3%,9.5
COc1ccc(NC(=O)CCC(=O)OCc2ccc(C(=O)Oc3ccc(Cl)cc3)cc2)cc1,?,.
O=C(C1c2ccccc2C(=O)N2CCc3ccccc3C12)N1CCN(Cc2ccccc2)CC1 (centres undefined),-9.5%,-0.7
CC(Sc1nc(N)cc(N)n1)C(=O)NCCC1=CCCCC1 (centres undefined),9.7%,-8.8
CCOC(=O)C1Cn2c(nc3c(c2=O)C(C)(CC)Cc2ccccc2-3)S1 (centres undefined),?,.
CCc1cc(C(=O)c2ccccc2OC)c(N)s1,13.5%,-15.8
CN(CC(=O)Nc1ccc(Cl)c(C(F)(F)F)c1)C(=O)CCCNC(=O)c1ccc(Cl)cc1,-2.4%,.
Cc1ccc2nc(-c3sc4nc(C)cc(C)c4c3N)[nH]c2c1,-10.5%,-16.2
COc1ccc(OCC(O)CNC(=O)Nc2ccc(C(C)(C)C)cc2)cc1 (centres undefined),-11.7%,-21.2
Cn1nc(-c2ccccc2)c(-c2nc(-c3cccc(C(F)(F)F)c3)no2)c1Cl,?,.
O=C(N/N=C/c1ccco1)c1ccncc1,i,-28.7
COc1ccc(-c2nnc3c4ccccc4c(C)nn23)cc1,?,.
CCc1ccc(NC(=O)C(C)n2nc(C)c([N+](=O)[O-])c2C)cc1 (centres undefined),37.4%,-3.1
COc1ccc(CCNC(=O)CSc2nnc(CNc3ccc(Cl)cc3)o2)cc1OC,?,.
Cc1ccccc1OCC(=O)Nc1ccccc1C(=O)NC1CC1,?,.
O=C(CSc1nc2c(cnn2-c2ccccc2)c(=O)[nH]1)N1CCCCC1,4.9%,-12.0
O=C(CCl)Nc1ccccc1Sc1ccccc1,?,.
O=C(COc1ccccc1F)NC12CC3CC(CC(C3)C1)C2,?,.
COc1ccccc1NC(=O)CCCNC(=O)Cn1cnc2sc(C)c(C)c2c1=O,i,9.5
Nc1cc(N)nc(SCC(=O)NNC(=O)Cc2ccccc2)n1,?,.
O=C1CSC(c2ccc([N+](=O)[O-])cc2)N1Cc1ccccc1 (centres undefined),?,.
O=C1c2ccccc2-c2onc3ccc(Oc4ccccc4)c1c23,?,.
O=C(COc1ccc2ccccc2c1)Nc1ccc2c3c(cccc13)CC2,?,.
CC(C)CCn1c(=O)[nH]c2ccccc21,?,.
CN(C)c1ccc(/C=C/C(=O)c2cccc(Br)c2)cc1,?,.
CCn1cc(C(=O)O)c(=O)c2cnc(N3CCN(C(=S)NC(=O)c4ccccc4)CC3)nc21,4.0%,5.9
Cc1ccc([N+](=O)[O-])cc1NC(=S)NC(=O)c1c(Cl)cnn1C,?,.
O=C(Nc1cccnc1)c1c(F)c(F)c(F)c(F)c1F,?,.
CC(=O)c1ccc(Oc2cc(C)nc(N3CCOCC3)n2)cc1,?,.
O=C(Nc1cc(F)ccc1F)C1CCCN1S(=O)(=O)c1cccc2nsnc12 (centres undefined),?,.
Cc1ccc(NC(=O)C(=O)NCCCN2CCCC2=O)cc1,i,.
Cc1cc(C)nc(Nc2cc([N+](=O)[O-])ccc2C)n1,?,.
Cc1ccc(NC(=S)N2CCC(NC(=O)c3ccc(F)cc3)CC2)cc1C,i,10.4
CCC(C)(C)NC(=O)C(c1ccc(OC)cc1)N(C(=O)CCC(=O)Nc1cc(C)on1)c1ccc(OC)cc1OC (centres undefined),?,.
Cc1ccc(S(=O)(=O)N2CCC(C(=O)N3CCN(Cc4ccccc4)CC3)CC2)cc1,-4.3%,-2.1
O=C(Cn1cnc2ccccc2c1=O)NCCC(=O)Nc1ccc(F)cc1,-9.2%,20.1
NC(=O)c1cccc(NC(=O)Nc2ccc(Cl)cc2)c1,?,.
CCN(CC(=O)Nc1cccc(C(C)=O)c1)S(=O)(=O)c1ccc(C)cc1,7.0%,-0.5
Cc1ccc2c(c1)COc1c3ccc(C(=O)N4CCCCC4)cc3nn1-2,-0.1%,-6.4
CC(C(=O)Nc1ccc2c(c1)OCCO2)N1Cc2ccccc2C1=O (centres undefined),-18.9%,.
O=c1[nH]c(CSc2nnc(COc3ccccc3)n2-c2ccccc2)nc2ccccc12,?,.
COc1ccc(S(=O)(=O)Nc2ccccc2C(=O)NCc2cccnc2)cc1OC,?,.
COCCNc1ncnc2c1[nH]c1ccccc12,-12.3%,-9.8
O=C(Nc1ccon1)c1ccc(Cl)s1,i,.
Nc1ccc2c(c1)-c1ccccc1S(=O)(=O)N2,?,.
COc1ccc(C(=O)Nc2cccc(-c3nnc(-c4ccco4)o3)c2)cc1,?,.
Cc1ccsc1C(=O)OCC(=O)NCCCc1ccccc1,?,.
Cc1cccc(-n2c(SCc3cc(=O)n4ccsc4n3)nc3ccccc32)c1,14.6µM*,-9.7*
O=C(Oc1cccc(C(=S)N2CCOCC2)c1)c1ccc([N+](=O)[O-])cc1,i,15.2
COc1ccc(C(=O)Nc2ccc3c(c2)OCCO3)cc1S(=O)(=O)N1CCOCC1,?,.
CCN(C(=O)COC(=O)c1ccc2c(c1)OCO2)c1c(N)n(Cc2ccccc2)c(=O)[nH]c1=O,?,.
O=C(NCC1OCCc2ccccc21)c1ccc(NC(=O)c2cccc(Br)c2)cc1 (centres undefined),?,.
NC(=O)c1ccc(N2CCCCC2)c(N2C(=O)C3CC=CCC3C2=O)c1 (centres undefined),-8.9%,-22.0
CC(C(=O)NC1CCCC1)N1C(=O)c2cccc3cccc1c23 (centres undefined),-21.8%,-7.4
Cn1c(=O)c(=O)n(C)c2cc([N+](=O)[O-])c(N3CCOCC3)cc21,?,.
COc1ccccc1OCc1ccc(C(=O)Nc2ccccc2F)cc1,?,.
O=C(C(=O)N1CCCCCC1)c1c[nH]c2ccccc12,i,-6.0
CCOC(=O)CNC(=O)CSc1nc(-c2cccc(C)c2)ns1,12.2%,10.6
CC(C)CC(NS(=O)(=O)c1cc(C(=O)O)ccc1Cl)C(=O)O (centres undefined),?,.

# Next section.
SMILES,Lipid storage S3,Lipid storage S3 cell count max
Cc1ccc2cccc(OCC(=O)Nc3ccc4c(c3)OCO4)c2n1,?,.
CS(=O)(=O)c1cccc(C(=O)NCc2ccccc2)c1,i,.
CC(C)C[C@H](NC(=O)OC(C)(C)C)C(=O)N/N=C/C1=Cc2ccccc2OC1C (some centres undefined),?,.
COc1ccc(C2=NN(C(=O)CCCC(=O)O)C(c3cccs3)C2)cc1OC (centres undefined),0.0%,7.8
Cc1ccccc1-c1noc(-c2ccccc2C(=O)NCc2ccco2)n1,6.5%,-19.4
Cc1ccc(NC(=S)Nc2cccc3cnccc23)c(C)c1,?,.
COc1ccccc1C(=O)N(Cc1ccc(Cl)cc1)C1CCS(=O)(=O)C1 (centres undefined),?,.
O=C(NCCc1c[nH]c2ccccc12)/C(=C\c1cccnc1)NC(=O)c1ccco1,?,.
CC(=O)c1cccc(NS(=O)(=O)N2CCOCC2)c1,-23.2%,1.2
O=C(CN(c1cccc(Cl)c1)S(=O)(=O)c1ccc(Cl)cc1)N1CCc2ccccc2C1,-16.5%,0.7
O=C(Nc1cccnc1)c1coc(=O)c2ccccc12,i,.
CC(C)c1ccc(CN2CCN(S(=O)(=O)c3ccc(Cl)s3)CC2)cc1,?,.
CC(C)c1ccc(NC(=O)Cc2c(C(=O)O)n(C)c3ccccc23)cc1,6.8%,12.1
C[C@@H](C(=O)NCc1ccccn1)[C@@H]1C[C@@]1(C)[C@@H](NC(=O)OCc1ccccc1)c1ccccc1,?,.
O=C(N/N=C/c1ccc[nH]1)c1cccnc1,?,.
O=C(COc1ccccc1-c1ccccc1)N/N=C/c1cccc2ccccc12,-14.7%,4.7
O=S(=O)(c1ccccc1)c1nc(-c2ccccc2)oc1N1CCCCC1,?,.
C1CCN(c2nc3nonc3nc2NCC2CCOCC2)CC1,?,.
CCOc1ccc2cc(S(=O)(=O)N3CCCCC3)ccc2c1,?,.
Clc1ccc2nc(CSc3ccccc3)cn2c1,-6.8%,-13.2
COc1ccccc1C(=O)OCC(=O)NC(=O)NC1CCCCC1,?,.
CC(OC(=O)Cc1c[nH]c2ccccc12)C(=O)N(C)c1ccccc1 (centres undefined),i,.
CC1CCCC(C)N1CCNC(=O)C1CCN(S(=O)(=O)N2CCCCC2)CC1 (centres undefined),?,.
COc1ccc(OC)c(NC(=O)c2ccccc2NS(=O)(=O)c2cccc3cccnc23)c1,i,.
O=C(CCc1ccccc1)Nc1cc(C(=O)O)cc(C(=O)O)c1,-12.2%,-10.6
CCOc1ccc(CC(C(=O)NN)C(=O)NN)cc1CN(C)C,18.4µM*,-6.7*
CCOCCCNC(=O)C(NC(=O)c1ccc(NC(C)=O)cc1)c1ccccc1 (centres undefined),-2.1%,14.7
Cc1ccc(-n2nc3c(N4CCC(C(=O)NCc5ccc(C)o5)CC4)nnc(C)c3c2C)cc1,?,.
Clc1cccc(COn2c(-c3ccc(Cl)cc3Cl)nc3ncccc32)c1,?,.
CCN(CC)C(=S)SCC(=O)NC12CC3CC(CC(C3)C1)C2,26.3%,16.7
O=C(COc1ccc2ccccc2c1Br)Nc1cccnc1,?,.
COc1ccc(-c2nnc(SCC(=O)N3CCCCC3)o2)cc1,?,.
CC1CCN(C(=O)CSc2nc(N)c3c4c(sc3n2)CN(C)CC4)CC1,?,.
CC(=O)c1ccc(NC(=O)C2CCCN2S(=O)(=O)c2cccs2)cc1 (centres undefined),?,.
Cc1ccc(NC(=O)c2c(C)nn(-c3ccccc3)c2Cl)c(C)c1,1.2%,-13.2
Cc1cc(C)cc(C(=O)N2CCN(Cc3ccc4c(c3)OCO4)CC2)c1,-9.9%,11.4

# A section of the results above:
SMILES,Lipid storage S3,Lipid storage S3 cell count max
CC(OC(=O)Cc1c[nH]c2ccccc12)C(=O)N(C)c1ccccc1 (centres undefined),i,.
CC1CCCC(C)N1CCNC(=O)C1CCN(S(=O)(=O)N2CCCCC2)CC1 (centres undefined),?,.
COc1ccc(OC)c(NC(=O)c2ccccc2NS(=O)(=O)c2cccc3cccnc23)c1,i,.
O=C(CCc1ccccc1)Nc1cc(C(=O)O)cc(C(=O)O)c1,-12.2%,-10.6
CCOc1ccc(CC(C(=O)NN)C(=O)NN)cc1CN(C)C,18.4µM*,-6.7*
CCOCCCNC(=O)C(NC(=O)c1ccc(NC(C)=O)cc1)c1ccccc1 (centres undefined),-2.1%,14.7
Cc1ccc(-n2nc3c(N4CCC(C(=O)NCc5ccc(C)o5)CC4)nnc(C)c3c2C)cc1,?,.
Clc1cccc(COn2c(-c3ccc(Cl)cc3Cl)nc3ncccc32)c1,?,.
CCN(CC)C(=S)SCC(=O)NC12CC3CC(CC(C3)C1)C2,26.3%,16.7
O=C(COc1ccc2ccccc2c1Br)Nc1cccnc1,?,.
COc1ccc(-c2nnc(SCC(=O)N3CCCCC3)o2)cc1,?,.
CC1CCN(C(=O)CSc2nc(N)c3c4c(sc3n2)CN(C)CC4)CC1,?,.
CC(=O)c1ccc(NC(=O)C2CCCN2S(=O)(=O)c2cccs2)cc1 (centres undefined),?,.
Cc1ccc(NC(=O)c2c(C)nn(-c3ccccc3)c2Cl)c(C)c1,1.2%,-13.2
Cc1cc(C)cc(C(=O)N2CCN(Cc3ccc4c(c3)OCO4)CC2)c1,-9.9%,11.4

# (continued)
SMILES,Lipid storage S3,Lipid storage S3 cell count max
CCSc1nc2ccccc2n1C(=O)/C=C\c1ccc(OC)c(OC)c1,?,.
CCOC(=O)C1=C(c2ccccc2)Nc2ncnn2C1c1ccc(O)cc1 (centres undefined),?,.
Nc1c(C(=O)c2ccc(Cl)cc2)sc2nsc(SCCN3CCOCC3)c12,?,.
CCCCn1c(=O)[nH]c(=O)c2c1nc(-c1ccc(-c3ccc(F)cc3)o1)n2C,26.0%,10.6
COc1ccc(OC)c(C(=O)CC2OC(=O)c3ccccc32)c1 (centres undefined),25.8%,-0.5
O=C(O)/C(=C\c1ccco1)NC(=O)c1cccc2ccccc12,-17.6%,13.6
CC1=C(C(=O)NCCCOC(C)C)C2(CCC(C)CC2)OC1=O (centres undefined),?,.
CCn1c(=S)sc2c(=O)n(CC(=O)Nc3cc(OC)ccc3OC)c(C)nc21,?,.
COc1cccc(OC)c1OCCCNC1CCCC1,-20.6%,3.9
OC[C@H]1O[C@@H](Oc2cc(O)cc(/C=C/c3ccc(O)cc3)c2)[C@H](O)[C@@H](O)[C@@H]1O,0.0%,12.5
Cc1cc(C)c2nc(N3CCC(C(=O)N4CCCC4)CC3)sc2c1,?,.
CCCCCn1c(C(Cc2ccccc2)NC(=O)COC)nc2ccccc21 (centres undefined),?,.
COc1ccc(-c2nc(NC(=O)c3ccc(OCC(=O)N4CCOCC4)c(OC)c3)sc2C)cc1,?,.
CS(=O)(=O)N1CCN(c2ccc([N+](=O)[O-])c(SCc3ccco3)c2)CC1,?,.
Cc1nn(-c2ccccc2)c(C)c1NC(=O)COC(=O)c1cccc(OC(F)F)c1,?,.
CCN(CC)c1ccc2cc(/C(N)=N/NC(=O)c3cccs3)c(=O)oc2c1,4.8%,25.0
Clc1cccc(OCCn2cncn2)c1Cl,i,.
COc1ccc(-c2nnc(NC(=O)c3ccc4c(c3)OCCO4)o2)cc1,?,.
CCCCn1c(N)c(N(CCOC)C(=O)c2ccc(C)c(S(=O)(=O)N3CCOCC3)c2)c(=O)[nH]c1=O,0.7%,-3.5
CCOc1cccc(OCCOCCn2cnc3ccccc3c2=O)c1,?,.
CSCCC(NC(N)=O)C(=O)Nc1cccc(S(=O)(=O)N2CCOCC2)c1 (centres undefined),?,.
Cn1c(=O)[nH]c(=O)c2[nH]c(CN3CCN(Cc4ccccc4)CC3)nc21,-28.0%,15.7
